TRPV1 agonist – human TRPV1 agonism; TRPV1-expressing cells, Fluo-8 calcium influx, agonist mode; activation, % at 8.33 µM; Q8NER1; actives 0.19% (n = 320,000); in the data active means activation above about 80%; inconclusive means between about 30% and that limit; further: 0% is about no effect
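TRPV1-expressing cells were cultured overnight at 35.5C and loaded with Fluo-8 calcium dye for 40 to 90 min at room temperature. After a 10 s baseline, compound was added and calcium influx was read kinetically for 3 min (ex 480/em 520 nm).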
MLL CXXC-DNA inh – MLL CXXC-DNA interaction inhibition; Q03164; MLL-CXXC / FITC-HOXA9 DNA fluorescence polarization; Potency, µM (top dose mostly 115 µM), inactives show top-dose activity change, negative = inhibition, most hits filed as inhibitors; actives 0.037% (n = 290,000); active means well fitted inhibition curve with a large enough effect in the polarisation, with a control signal flat, not every such curve was filed as active; inconclusive means small, poorly fitted or top-dose-only effect, or effect the other way, or a change in a side signal; inactive means no such curve, though single readings can be large or run the other way; the % refers to the polarisation; further: potency means the concentration at half of the fitted maximal effect
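Steps: dispense CXXC domain solution (7 uM) → pin compounds or unlabeled HOX-A9 DNA control → 5 min ambient → add FLSN-HOX-A9 solution (50 nM) → spin → 30 min ambient → fluorescence polarization. Tris pH 7.5/NaCl/DTT/BSA buffer.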
a7 integrin act – activates integrin-mediated alleviation for muscular dystrophy. alpha7betagal myoblasts, beta-gal FDG fluorescence, 48 h. Potency, µM (titrated, usually from 38.3 µM), for inactives: top-dose activation, actives largely listed as activators. actives 0.064% (n = 350,000);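 further: potency means the concentration at half of the fitted maximal effect; 100% = response of the positive control SU9516; nearly all actives have a fitted effect of over 60% in size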
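alpha7betagal+/- myoblasts (passage 13, 250/well) treated 48 h at 37C with compounds at 1:260 dilution of DMSO stock. Lysed, then beta-galactosidase activity read as FDG fluorescence (ex 480/em 540) after 30 min, with pre-read for autofluorescence.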
AT treatment – potential ataxia-telangiectasia treatment; […] A-T fibroblasts, KAP-1 phosphorylation AlphaLISA; neocarzinostatin DNA damage 30 min before lysis; Potency, µM (doses to about 57.5 µM), without a hit: at the highest dose activation, actives largely listed as activators; actives 0.19% (n = 320,000); further: potency means the concentration at half of the fitted maximal effect; % of control where 0% means no effect; nearly all actives have a fitted effect of over 45% in size
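ATM-like activity read as KAP-1 phosphorylation via AlphaLISA donor/acceptor antibody pairs after lysis and 6 hr at 25C. Cells were ATM-null patient fibroblasts ([…], hTERT), dosed 60 min, then exposed to the DSB inducer NCS for 30 min.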
hERG WT inh – KCNH2 (human, wildtype) channel inhibition; AID 720551; U2OS, BacMam KCNH2, thallium flux FluxOr; hits give low values; actives 0.37% (n = 340,000); Q12809; activity change, % at 1.84 µM;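 active means maximum activity change below -70%; inconclusive means maximum activity change between -70% and -50%; inactive means maximum activity change above -50%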; further: on the % scale 0 is the no-effect control and ±100 the full control effect
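U2OS cells were transduced with wild-type KCNH2 virus (2.03 x 10^8 / mL) for 4 h at room temperature, then cultured overnight at 37 C. Thallium flux was read with FluxOr dye. Rate constants were normalized to DMSO controls.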
GALK inh – inhibitors of human galactokinase | P51570 | Purified GALK, Kinase-Glo residual ATP luminescence | Potency, µM (highest dose often 57.5 µM), for the others: at the highest dose activity change, negative = inhibition, hits mostly inhibitors | actives 0.007% (n = 270,000); further: potency means the concentration at half of the fitted maximal effect; on the % scale 0 is the no-effect control and ±100 the full control effect
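Quantitative HTS: GALK 5 nM, ATP 35 uM, galactose 100 uM, 1 h room temperature, then luciferase-based ATP detection.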
FBPA coupling cs – coupling enzyme interference in Giardia aldolase counter-screen. coupling enzyme system counterscreen, AmpLite Red fluorescence. actives 0.67% (n = 290,000). activity change, negative = inhibition, % at 58.2 µM, hits read low; in the data active means activity change below about -30%; further: on the % scale 0 is the no-effect control and ±100 the full control effect
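Coupling enzymes only (glyceraldehyde-3-phosphate) + compound, at 57.5 uM final, 10 min RT; add substrate/coupling/AmpLite Red mix, 20 min RT; fluorescence ex 525/em 598 nm. Actives flag coupling-system interference.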
ASM inhibitor – inhibitors of human secretory acid sphingomyelinase. P17405. placental ASM, HMU-PC fluorogenic substrate, 60 min. Potency, µM (top dose mostly 57.5 µM), for inactives: top-dose activity change, negative = inhibition, hits mostly inhibitors. actives 0.006% (n = 340,000); further: potency means the concentration at half of the fitted maximal effect
Target sequence (P17405 47-631 limits assumed): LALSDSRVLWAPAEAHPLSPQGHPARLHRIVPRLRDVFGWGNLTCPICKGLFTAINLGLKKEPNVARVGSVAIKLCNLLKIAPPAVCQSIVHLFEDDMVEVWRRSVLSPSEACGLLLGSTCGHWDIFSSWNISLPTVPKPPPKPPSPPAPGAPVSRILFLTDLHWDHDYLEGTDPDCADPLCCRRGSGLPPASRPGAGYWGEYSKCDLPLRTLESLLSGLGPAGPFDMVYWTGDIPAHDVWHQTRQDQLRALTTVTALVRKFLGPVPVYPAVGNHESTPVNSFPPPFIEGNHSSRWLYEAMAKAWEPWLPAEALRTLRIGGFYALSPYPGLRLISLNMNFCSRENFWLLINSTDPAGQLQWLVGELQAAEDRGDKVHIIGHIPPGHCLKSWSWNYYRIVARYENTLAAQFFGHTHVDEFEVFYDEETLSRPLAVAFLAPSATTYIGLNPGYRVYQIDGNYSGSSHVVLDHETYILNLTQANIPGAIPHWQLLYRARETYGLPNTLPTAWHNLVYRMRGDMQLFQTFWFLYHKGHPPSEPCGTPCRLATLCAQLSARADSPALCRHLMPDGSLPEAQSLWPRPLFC
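qHTS format. ASM enzyme prepared from human placenta hydrolyses the fluorogenic substrate HMU-PC0 (9 uM final) over 60 min at 37 °C after a 10 min compound preincubation.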
MBNL1-CUG inh – MBNL1-poly(CUG) RNA binding inhibition; TR-FRET MBNL1-His/biotin-(CUG)12 binding, 665/545 ratio; AID 2675; Potency, µM (highest dose often 57.5 µM), for inactives: at the highest dose activity change, negative = inhibition, actives largely listed as inhibitors; Q9NR56; actives 0.036% (n = 280,000); active means well fitted inhibition curve with a large enough effect in the signal ratio, with a control signal flat, not every such curve was filed as active; inconclusive means small, poorly fitted or top-dose-only effect, or effect the other way, or a change in a side signal; inactive means no such curve, though single readings can be large or run the other way; the % refers to the signal ratio; further: potency means the concentration at half of the fitted maximal effect; on the % scale 0 is the no-effect control and ±100 the full control effect
Target sequence (Q9NR56 whole entry, looked up): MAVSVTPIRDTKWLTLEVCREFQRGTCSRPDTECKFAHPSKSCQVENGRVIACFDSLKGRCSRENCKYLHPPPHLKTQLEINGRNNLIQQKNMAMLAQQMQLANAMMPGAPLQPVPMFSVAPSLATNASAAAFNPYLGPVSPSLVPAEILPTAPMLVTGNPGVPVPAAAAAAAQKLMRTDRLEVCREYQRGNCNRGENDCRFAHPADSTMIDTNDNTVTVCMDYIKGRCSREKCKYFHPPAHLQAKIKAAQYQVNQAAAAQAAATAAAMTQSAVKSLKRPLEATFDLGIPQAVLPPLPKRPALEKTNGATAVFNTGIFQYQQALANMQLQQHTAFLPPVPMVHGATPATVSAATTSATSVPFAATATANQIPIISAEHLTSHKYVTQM
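TR-FRET between His-tagged MBNL1 and biotin-(CUG)12 RNA, detected with Tb anti-His antibody (0.055 ng/ul) and streptavidin-XL665 (5 nM), 60 min at room temperature. Compounds titrated 92 nM to 58 uM; 665/545 nm ratio normalized to buffer and complex controls.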
KCNH2 3.1 inh – blocks the human KCNH2 3.1 channel isoform; U2OS KCNH2 3.1, thallium flux FluxOr; hits give low values; activity change, % (tested at about 1.8 µM); actives 0.95% (n = 340,000); AID 720553;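 active means maximum activity change below -70%; inconclusive means maximum activity change from -70% to -50%; inactive means maximum activity change above -50%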;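 further: thallium influx rate constant from kinetic fluorescence after stimulation buffer; on the % scale 0 is the no-effect control and ±100 the full control effect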
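We transduce U2OS cells with the mutant 3.1 virus, culture them overnight, load FluxOr with Red40 quencher for 45 min, then add stimulation buffer and read kinetically for 2 min to derive a normalized rate constant.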
Starred values were filed as active, the others as inactive; i = inactive; ? = inconclusive; / = not tested or not shown; [ ] = another dose, or the depositor's remark. Unless noted, the call rests on the fitted dose curve; in most records, active means well fitted curve in the direction sought with a large enough effect; inconclusive means small, poorly fitted or top-dose-only effect, or another doubt; inactive means no such curve, though single readings can be large; an effect the other way counts as inactive or inconclusive.

Below each SMILES: TRPV1 agonist	MLL CXXC-DNA inh	a7 integrin act	AT treatment	hERG WT inh	GALK inh	FBPA coupling cs	ASM inhibitor	MBNL1-CUG inh	KCNH2 3.1 inh
1) CC1CCCCN1S(=O)(=O)c1ccc(NC(=O)CSc2nnnn2C)cc1 (stereo not drawn)
 : -3.7	-10.9%	-31.7%	4.7%	-1.1	2.5%	1.1	-3.0%	-1.4%	-4.5
2) Cc1onc(-c2ccccc2Cl)c1C(=O)NC1CCCCCC1
 : 23.0	30.6%[activator]	0.0%	8.3%	-0.3	1.3%	-1.1	4.2%	3.3%	-2.4
3) COc1ccc(NC(=O)CN(C)C(=O)c2cccc(S(=O)(=O)N3CCN(Cc4ccccc4)CC3)c2)cc1
 : -5.8	-2.5%	-14.1%	1.7%	-1.7	-1.6%	/	1.4%	4.0%	-4.3
4) CC(C)(C)C(=O)Cn1c(=O)n(-c2ccc(F)cc2F)c(=O)c2sccc21
 : 3.3	3.9%	-5.1%	0.4%	-5.9	-1.0%	-1.3	0.6%	4.0%	-4.7
5) CCc1cccc2c(C(=O)COC(=O)c3nn(C)c(=O)c4ccccc34)c[nH]c12
 : 3.1	-3.1%	14.9%	/	-44.8	-0.1%	0.4	-19.1%	-3.7%	?
6) Cc1nc2ccc(NC(=O)c3cccs3)cc2s1
 : 16.5	?	40.3%	-4.1%	-2.5	-2.5%	-3.3	-1.5%	-2.2%	4.7
7) CCS(=O)(=O)N1CCCC(C(=O)NCCN2CCC(Cc3ccccc3)CC2)C1 (stereo not drawn)
 : -0.5	6.5%	4.9%	-4.7%	45.2	1.9%	0.0	0.0%	1.7%	-10.9
8) Cc1cc(O)c(C(C)C)cc1N=Cc1ccc(N(C)C)cc1
 : /	/	-2.1%	/	1.1	/	/	-1.6%	/	-6.2
9) O=C(Nc1ccc(F)c(Cl)c1)c1cccnc1
 : -1.1	3.7%	19.5%	-18.2%	-9.1	/	-3.0	-3.7%	-1.1%	-8.2
10) CCCCN1C(=O)CC(C(=O)OCC)=C1C
 : 17.8	-2.5%	8.3%	3.4%	3.6	-1.1%	0.7	-3.8%	0.3%	-2.9
11) CCC(CC)C(=O)c1c[nH]c(C(=O)N2CCN(c3ccccc3)CC2)c1
 : ?	?	-706.7%[inhibitor]	-3.3%	-3.4	2.6%	-0.8	-3.9%	-6.1%	-13.5
12) C[C@H](CO)N1C[C@H](C)[C@@H](CN(C)C(=O)Nc2ccccc2)Oc2c(NC(=O)Cc3ccccc3)cccc2C1=O
 : /	/	19.4%	5.8%	-14.4	/	/	1.1%	/	-12.5
13) CN(C)C(=O)CN1C(=O)c2cccc3cccc1c23
 : 5.7	-8.1%	?	15.5%	-8.0	-4.1%	0.1	40.5%[activator]	?	-0.8
14) O=C(CSc1ccccn1)Nc1nonc1[N+](=O)[O-]
 : 0.8	?	-84.6%[inhibitor]	21.6%	6.7	4.7%	/	0.7%	-13.4%	4.8
15) Cc1noc(C)c1COc1cccc(C(=O)Nc2ccccc2N2CCOCC2)c1
 : 11.4	8.8%	?	9.2%	0.9	1.6%	2.7	-0.2%	2.7%	1.2
16) O=C(NCCN1CCOCC1)c1cc(Sc2ccccc2Cl)nc2ccccc12
 : 8.2	15.8%	/	6.5%	/	1.7%	-2.4	/	/	/
17) Cc1ccc(NC(=O)CN2C(=O)S/C(=C/c3ccc(-c4cc(C(=O)O)ccc4C)o3)C2=O)cc1C
 : 1.2	?	-7.4%	-6.1%	4.4	-6.3%	7.4	73.4%[activator]	-6.7%	9.4
18) CCOc1cc(/C=C/C(=O)c2ccc(C)cc2)ccc1OCC(=O)N(C)C
 : -0.6	7.9%	-14.9%	-1.6%	-7.1	0.0%	1.8	37.7%	-10.1%	2.0
19) COCCn1nnnc1CN(Cc1ccco1)Cc1cc2cc3c(cc2[nH]c1=O)OCO3
 : -1.6	-1.2%	0.0%	2.0%	-20.1	0.9%	1.8	71.9%[activator]	2.4%	3.6
20) CCC(=O)Nc1ccccc1C(=O)NC1CCCCC1
 : -1.7	0.4%	0.0%	/	4.5	1.0%	2.5	-1.4%	-2.9%	0.9
21) Cc1nccn1CCCNCc1c(C(=O)N2CCCCCCC2)nc2ccc(Cl)cn12
 : -0.1	0.8%	3.2%	4.1%	-10.4	-1.6%	4.3	14.7%	1.0%	-3.2
22) CCn1c(SCc2cccc(C)c2)nnc1-c1ccc(C)cc1
 : 11.0	0.8%	-17.5%	0.0%	14.5	-0.8%	0.3	-1.8%	-5.2%	3.8
23) COc1ccc(CCNC(=O)c2ccc(OCC(=O)N3CCOCC3)c(OC)c2)cc1OC
 : -5.7	?	24.0%	7.2%	-12.8	-4.3%	-0.3	6.0%	-8.8%	-8.7
24) COc1cc(NC(=O)c2ccc(F)cc2)c(OC)cc1NC(=O)CN1CCCCC1
 : 2.3	-0.2%	7.6%	1.4%	-1.5	6.7%	0.5	-1.7%	4.8%	5.8
25) COc1ccc(CCNC(=O)C2CCCN(S(=O)(=O)c3ccc(F)cc3)C2)cc1 (stereo not drawn)
 : 9.2	1.7%	-36.2%[inhibitor]	-9.8%	-6.6	-2.7%	/	/	-1.9%	20.4
26) O=[N+]([O-])c1cc(S(=O)(=O)Nc2cccc(Cl)c2)ccc1N=Nc1c(O)[nH]c2ccccc12
 : 0.6	0.7%	?	1.8%	i	0.1%	0.2	-14.6%	-1.0%	6.1
27) O=C(COC(=O)c1cc(S(=O)(=O)N2CCOCC2)ccc1F)Nc1c(Cl)cccc1C(F)(F)F
 : 1.0	/	-15.6%	-0.6%	3.5	/	/	1.9%	/	5.2
28) Cc1cc(NC(=O)COc2nnc(-c3ccccc3)c3ccccc23)no1
 : -2.8	0.0%	-2.2%	7.3%	9.3	-2.4%	0.6	-2.5%	-0.2%	1.4
29) COc1cc(/C(C)=N/Nc2ccc(C(=O)O)cc2)cc(OC)c1OC
 : 2.2	-6.3%	-22.9%	6.5%	3.8	-2.2%	6.8	-0.9%	?	1.8
30) CC[C@@H]1CC=C[C@H]2[C@H]1C(=O)N(Cc1ccccc1)[C@H]2c1ccc(C(F)(F)F)cc1
 : ?	17.1%	14.5%	3.2%	-4.3	-2.1%	-0.2	-10.7%	-8.9%	-77.1*
31) CC1(C)NC(=O)N(Cc2cc(=O)n3ccsc3n2)C1=O
 : 0.4	-5.0%	-16.1%	1.5%	0.8	-0.7%	-1.3	6.5%	/	1.5
32) Cc1cc(N2CCN(C(=O)c3ccco3)CC2)n2ncc(-c3ccccc3)c2n1
 : 22.4	5.0%	-8.0%	8.9%	2.4	5.9%	-0.1	30.8%[activator]	3.7%	2.2
33) CC(C)N(CCO)Cc1nc(C(c2ccccc2)c2ccccc2)no1
 : 20.6	3.8%	-48.2%[inhibitor]	16.6%	8.9	-0.4%	1.3	7.7%	-1.3%	4.1
34) COc1ccc(OCc2nnc3n2N=C(c2ccc(Br)cc2)CS3)cc1
 : /	-10.9%	-9.4%	31.3%	3.1	1.1%	-3.8	-20.6%	-1.6%	-5.2
35) CCc1ccc2oc(C(=O)N3CCN(c4ccc(OC)cc4)CC3)cc(=O)c2c1
 : ?	6.8%	21.7%	4.4%	24.5	2.1%	-0.2	-14.2%	6.9%	-29.5
36) CC(C)(C)Nc1nc(-c2ccccn2)nc2ccccc12
 : 4.1	9.8%	0.0%	2.2%	3.8	1.4%	1.1	0.3%	13.0%	-10.6
37) COc1cc(C2C(C#N)=C(N)OC3=C2C(=O)CC(C)(C)C3)ccc1OCCN1CCOCC1 (stereo not drawn)
 : 0.6	-3.9%	0.0%	6.7%	4.6	6.1%	4.5	8.6%	5.4%	1.1
38) O=S(=O)(c1ccccc1)N1CCCC1c1nc2ccccc2s1 (stereo not drawn)
 : /	2.8%	-14.1%	-1.8%	-3.8	7.9%	0.6	-1.5%	-6.3%	-2.4

Sorted by molar mass (rising): some entries from above
Below each SMILES: TRPV1 agonist	MLL CXXC-DNA inh	a7 integrin act	AT treatment	hERG WT inh	GALK inh	FBPA coupling cs	ASM inhibitor	MBNL1-CUG inh	KCNH2 3.1 inh
5) CCc1cccc2c(C(=O)COC(=O)c3nn(C)c(=O)c4ccccc34)c[nH]c12
 : 3.1	-3.1%	14.9%	/	-44.8	-0.1%	0.4	-19.1%	-3.7%	?
24) COc1cc(NC(=O)c2ccc(F)cc2)c(OC)cc1NC(=O)CN1CCCCC1
 : 2.3	-0.2%	7.6%	1.4%	-1.5	6.7%	0.5	-1.7%	4.8%	5.8
21) Cc1nccn1CCCNCc1c(C(=O)N2CCCCCCC2)nc2ccc(Cl)cn12
 : -0.1	0.8%	3.2%	4.1%	-10.4	-1.6%	4.3	14.7%	1.0%	-3.2
